# Source: PubChem BioAssay (several laboratories)
# GRK2 aptamer HTS = inhibitors of human GRK2 displacing RNA aptamer; bead flow cytometry, FAM-aptamer displacement from GRK2; inhibition of aptamer binding, % at 10 µM; 330,000 tested, 0.59% active;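 active = inhibition of aptamer binding above 40%, roughly 3 SD of noise, on plates passing a quality check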;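 also: median bead fluorescence of bound FAM aptamer so fluorescent compounds give negative values; no value below 0 was filed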
# Bcl-xL primary = Bcl-xL (human) inhibition | 320,000 tested, 0.7% active | GST-Bcl-xL / FITC-Bim BH3 peptide fluorescence polarization | inhibition, % at 10.9 µM | Q07817;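 active = inhibition above the mean of all tested compounds plus 3 SD, cutoff set per campaign, cut at about 30% in these data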;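 also: 0% = DMSO wells and 100% = unlabeled Bim-BH3 peptide competitor; inhibitors lower millipolarization by displacing the labeled peptide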
# Target sequence (Q07817 whole entry, looked up): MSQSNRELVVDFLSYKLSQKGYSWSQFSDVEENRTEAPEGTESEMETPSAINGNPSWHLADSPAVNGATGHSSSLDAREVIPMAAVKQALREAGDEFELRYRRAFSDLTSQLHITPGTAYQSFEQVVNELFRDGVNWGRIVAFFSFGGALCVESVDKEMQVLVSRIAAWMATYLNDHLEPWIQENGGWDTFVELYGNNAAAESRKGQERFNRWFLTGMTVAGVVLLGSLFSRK
# GLD-1 TGE inh = GLD-1-TGE RNA interaction inhibition (C. elegans). purified GLD-1 + fluorescein TGE RNA, fluorescence polarization. inhibition, % at 5.96 µM. 320,000 tested, 0.44% active;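 active = percent inhibition above a per-plate cutoff, the plate mean of test compounds plus 3 SD, cut at about 30% in these data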;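 also: 0% = DMSO wells with GLD-1 and probe and 100% = wells lacking GLD-1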
# Fam108B counter = counter-screen for RBBP9 inhibitors: inhibitors of mouse Fam108B. recombinant Fam108B, FP-Rh probe fluorescence polarization. inhibition, % at 9.51 µM. 300,000 tested, 0.33% active;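 active = inhibition above the screen mean inhibition plus 3 SD, computed separately per campaign, cut at about 18% in these data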;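 also: inhibitors lower polarization as less probe binds the enzyme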
# VLA-4 inh = inhibition in a human VLA-4 binding assay; AID 2557; inhibition, % (about 7 µM as worked out from the volumes in the protocol); 330,000 tested, 0.2% active; VLA-4 expressing cells, ligand binding flow cytometry; P13612; in the data active = inhibition above about 50%
# PME-1 inh = PME-1 (human) inhibition; recombinant PME-1, FP-Rh probe fluorescence polarization; inhibition, % at 5.9 µM; 320,000 tested, 0.53% active; AID 2130;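 active = inhibition above the campaign mean of all compounds plus 3 SD, cut at about 26% in these data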;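 also: competitive labeling of PME-1 active site by serine hydrolase directed probe; 0% = PME-1 with DMSO and 100% = wells lacking PME-1 enzyme; inhibitors block probe labeling so polarization falls and inhibition rises; many of its hits are not listed in these tables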
# MCL1 BIM primary = MCL1-BIM-BH3 interaction inhibition (human); Q07820; GST-MCL1 / FITC-Bim-BH3 fluorescence polarization; inhibition, % at 10.9 µM; 320,000 tested, 0.68% active;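 active = inhibition above the mean inhibition of all tested compounds plus 3 SD, set per campaign, cut at about 40% in these data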;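 also: 0% = DMSO wells and 100% = unlabeled Bim-BH3 peptide control; higher means more loss of mP so more displacement of Bim peptide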
# Target sequence (Q07820 whole entry, looked up): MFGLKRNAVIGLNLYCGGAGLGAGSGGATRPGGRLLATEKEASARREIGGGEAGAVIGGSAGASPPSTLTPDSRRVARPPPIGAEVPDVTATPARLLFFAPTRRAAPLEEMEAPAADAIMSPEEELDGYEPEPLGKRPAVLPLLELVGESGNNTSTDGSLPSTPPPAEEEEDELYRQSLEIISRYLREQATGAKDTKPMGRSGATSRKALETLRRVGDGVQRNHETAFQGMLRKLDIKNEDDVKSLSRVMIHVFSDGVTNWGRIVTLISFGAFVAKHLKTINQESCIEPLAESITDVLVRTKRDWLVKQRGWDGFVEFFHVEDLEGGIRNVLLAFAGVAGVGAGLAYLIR
# MEX-5 binding = C. elegans MEX-5 TCR-2 RNA binding activity | Q9XUB2 | MEX-5/FITC-TCR2 RNA binding, fluorescence polarization; stronger effect = lower value | activity score (negative = inhibition of binding), % at 10 µM | 300,000 tested, 0.38% active;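 active = inhibition past about -25% in most replicates, and total fluorescence under double the plate's negative control median, limit read from the data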;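 also: 0% = DMSO and -100% = 5 µM competing unlabeled TCR2 RNA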
# Target sequence (Q9XUB2 whole entry, looked up): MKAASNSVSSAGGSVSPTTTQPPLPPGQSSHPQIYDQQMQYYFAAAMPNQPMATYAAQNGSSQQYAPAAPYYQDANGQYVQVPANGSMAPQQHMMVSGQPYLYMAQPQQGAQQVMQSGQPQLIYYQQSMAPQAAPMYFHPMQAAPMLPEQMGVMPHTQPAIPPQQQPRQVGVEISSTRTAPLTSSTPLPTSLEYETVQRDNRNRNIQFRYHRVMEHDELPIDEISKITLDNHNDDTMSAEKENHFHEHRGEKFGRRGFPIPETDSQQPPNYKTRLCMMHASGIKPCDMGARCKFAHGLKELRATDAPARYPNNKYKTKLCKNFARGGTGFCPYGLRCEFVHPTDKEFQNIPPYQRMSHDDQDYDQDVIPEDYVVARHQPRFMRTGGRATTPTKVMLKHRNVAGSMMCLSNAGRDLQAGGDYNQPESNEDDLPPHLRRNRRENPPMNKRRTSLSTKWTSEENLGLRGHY
# Efflux pump mplx = blocks antifungal efflux pumps in multiplex yeast assay; S. cerevisiae Candida pump triplex, Nile Red efflux; 330,000 tested, 0.44% active; inhibition, % at 10 µM;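 active = plate passing quality check with inhibition over a set limit, or well fluorescence over plate mean plus 4 SD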;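 also: Nile Red retained in pooled yeast measured as flow cytometry median fluorescence; 0% = buffer negative control and 100% = Enniatin B positive control; higher means more Nile Red kept so more efflux inhibition; some compounds called inactive have numbers as strong as hits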
# An asterisk follows results filed as active; / = no result given. A portion of the library; the hit share may differ from the screen's.
SMILES,GRK2 aptamer HTS,Bcl-xL primary,GLD-1 TGE inh,Fam108B counter,VLA-4 inh,PME-1 inh,MCL1 BIM primary,MEX-5 binding,Efflux pump mplx
COc1cccc(Nc2nc(CN3CCOCC3)nc3sc4c(c23)CCCC4)c1,0,5,4,-3,-3,2,7,0.6,-0.1
CC1(C(=O)OCC(=O)c2c[nH]c3ccccc23)CC1(Cl)Cl (stereo unspecified),0,3,4,3,8,4,-3,-1.2,-0.3
Cc1ccc2nc(SCC(=O)NC3CCCc4ccccc43)[nH]c2c1 (stereo unspecified),0,-4,1,2,-6,8,-5,-0.4,-0.4
Cc1cc(S(=O)(=O)N2CCC(N3CCCCC3)CC2)ccc1-n1cnnn1,0,-2,0,-1,3,-3,2,-1.9,0.0
O=c1[nH]c(N2CCOCC2)nc2c1CCCC2,0,-1,8,0,1,-2,3,0.2,-0.1
CCc1nnc(NC(=O)C2CCCN2C(=O)Nc2ccccc2)s1 (stereo unspecified),4,-2,-3,-1,24,4,11,-0.5,-0.1
C=CCNC(=O)c1sc(=S)n(-c2ccc(C(=O)OCC)cc2)c1N,0,0,6,-1,-2,5,3,2.4,0.0
CCCc1cc(=O)n2[nH]cnc2n1,1,-1,3,2,2,-1,-2,1.1,0.0
COc1ccc(C(NC(=O)CN2CCCCCC2)c2ccc(OC)cc2)cc1,1,3,2,0,11,-7,1,2.6,0.3
O=C(O)CC/C(=N\Nc1ccc(S(=O)(=O)N2CCOCC2)cc1[N+](=O)[O-])c1cccs1,2,13,0,3,5,7,11,-0.5,0.0
CCCc1nn(C)c(C(=O)Nc2cccc(CC)c2)c1Cl,3,2,2,0,8,0,1,0.8,-0.1
Cc1ccc(C(=O)NCC(=O)Nc2cccc(C(F)(F)F)c2)cc1,0,2,2,4,0,-2,0,0.8,0.0
Cc1onc(-c2c(Cl)cccc2Cl)c1C(N)=S,1,0,-6,-4,8,0,4,-0.8,0.1
Cc1ccc(S(=O)(=O)NN2C(=O)c3ccccc3NC2c2cccc(O)c2)cc1 (stereo unspecified),0,4,-3,-2,-8,2,4,-2.0,-0.1
O=C(CSc1ccccn1)c1ccc2c(c1)OCO2,2,-2,9,2,0,0,-4,2.1,0.1
O=C(COc1ccc(Br)cc1)N(Cc1ccccc1)c1ccccn1,2,0,2,6,1,6,-2,3.2,1.7
Cc1nc(NC(CC(C)C)C(=O)O)c2nc(C)oc2n1 (stereo unspecified),2,4,-3,0,-11,1,4,0.1,0.1
CC(=O)c1c(C)c[nH]c1C,2,3,-4,-2,3,-2,0,-1.4,-0.1
CC(=O)[C@@H]1[C@@H]2C(=O)N(C3CCCCC3)C(=O)[C@@H]2C2c3ccccc3C=CN21 (stereo partly specified),4,30,32*,4,-6,-2,24,-10,-0.1
O=C(O)c1ccc(COc2ccccc2Cl)cc1,0,0,0,-3,-3,-3,-3,0.3,0.4
CN(C)/N=C/c1ccc(OS(=O)(=O)c2ccccc2)cc1,3,-7,11,2,21,5,-1,3.3,0.1
Cc1cccc(NC(=O)Nc2ccc(Cl)c(Cl)c2)n1,/,2,-1,-7,11,-5,10,0.3,0.1
COc1ccc(-n2cc(CNCCCn3ccnc3)c(-c3cccc(F)c3)n2)cc1,0,6,1,3,-8,2,5,2.1,0.1
O=C(N[C@@H](CO)C(=O)NCc1ccccc1)c1ccc(C(F)(F)F)cc1,1,-7,14,-1,6,-6,-6,-0.4,-0.1
CN1CCN(Cc2c(C(=O)N/N=C/c3cccc(Br)c3)nnn2-c2nonc2N)CC1,0,6,-13,3,1,4,12,-1.2,0.1
# Other records follow:
SMILES,GRK2 aptamer HTS,Bcl-xL primary,GLD-1 TGE inh,Fam108B counter,VLA-4 inh,PME-1 inh,MCL1 BIM primary,MEX-5 binding,Efflux pump mplx
Cc1cc(/C=C2\SC(N)=NC2=O)c(C)n1-c1ccccc1,0,-5,-9,-8,3,0,-7,-4.0,-0.1
CCN1CCN(CC(=O)c2cc(OC)c(OC)c(OC)c2)CC1,2,3,-1,-2,8,5,1,-2.4,-0.2
O=C(/C=C/Nc1ccccc1)c1ccc(Cl)cc1Cl,0,0,-6,4,0,4,-4,2.3,0.1
CNc1oc(-c2ccco2)nc1C#N,0,1,0,-3,2,3,3,0.5,-0.1
CCc1c(C(=O)N/N=C/c2sccc2C)nnn1-c1nonc1N,0,2,8,-1,-20,0,1,3.1,-0.1
COC(=O)Cn1nc(-c2ccccc2)c2ccccc2c1=O,0,0,8,-1,1,-1,-5,0.5,0.0
COc1ccccc1C(=O)NCCC(=O)Nc1cccnc1,2,1,-3,-3,0,-6,3,-4.1,-0.1
Cc1ccc2[nH]c3nc(N/N=C/c4cccc(O)c4)nnc3c2c1,0,1,-3,-3,-20,-38,7,-0.8,0.0
CCOC(=O)C1CCN(Cc2ccccc2C(F)(F)F)CC1,0,-3,-6,-1,6,-3,-5,0.4,0.0
CSCCC(NC(=O)C12CC3CC(CC(C3)C1)C2)C(=O)OCC(=O)c1ccccc1 (stereo unspecified),3,1,-1,2,-4,-6,3,0.8,0.1
C=CCNC(=O)c1onc(CSc2ccc(OC)cc2)c1C(=O)O,0,-2,-10,7,-11,3,2,-1.0,0.1
CC(=O)Nc1c(C)ccc2nsnc12,4,6,0,-3,14,1,-4,/,-0.1
CCSC1=NC(C)(C)C=C(/C=C/c2ccc(Cl)cc2Cl)N1,0,5,-2,6,2,-4,-5,2.6,0.2
CCOc1cc(CNc2ccc3cn[nH]c3c2)ccc1OC,1,15,1,6,9,12,18,-0.4,0.0
Cc1cccc(-c2nc(S(=O)(=O)c3ccccc3)c(N3CCOCC3)o2)c1,2,8,5,0,5,10,3,3.4,0.1
Cc1cc(C)c(S(=O)(=O)c2ccccc2Cl)c(=O)[nH]1,0,3,-5,3,13,3,7,-0.5,0.0
Cc1cc2occ(CC(=O)O)c2cc1C,2,11,0,-3,9,1,0,3.8,-0.1
Cc1cccc(C(=O)N[C@H](C(=O)Nc2nnc(C3CC3)s2)C(C)C)c1,1,3,-3,4,17,-5,-2,1.6,0.1
O=C(c1ccc(F)cc1)N1CCC(C(=O)N2CCN(S(=O)(=O)c3cccc([N+](=O)[O-])c3)CC2)CC1,4,3,-10,0,9,8,6,-1.0,0.0
CCOC(CNC(=O)c1nnc(Cc2cc(OC)c(OC)c(OC)c2)o1)OCC,2,0,3,-3,-36,2,-3,0.6,0.0
CCOC(=O)C1=C(CN2CCSCC2)NC(=O)NC1c1cc(C)ccc1C (stereo unspecified),2,10,2,4,5,6,8,-1.3,0.0
Cc1ccccc1NC(=O)Cc1nc(COC(=O)c2ccc(S(C)(=O)=O)c([N+](=O)[O-])c2)cs1,0,6,9,/,-1,-18,3,/,-0.2
O=C(NCC(=O)N1CCOCC1)c1ccc(Br)cc1,3,1,1,2,9,2,2,-0.7,0.4
COc1ccc(CC(=O)NCC2CCCN(Cc3ccc(F)cc3F)C2)cc1 (stereo unspecified),1,8,12,3,10,4,14,1.2,0.0
CC(C)CN(CC(C)C)CC(O)CN(c1ccccc1)S(=O)(=O)c1ccccc1[N+](=O)[O-] (stereo unspecified),5,5,5,1,-6,2,-2,4.0,0.1
# Additional entries follow:
SMILES,GRK2 aptamer HTS,Bcl-xL primary,GLD-1 TGE inh,Fam108B counter,VLA-4 inh,PME-1 inh,MCL1 BIM primary,MEX-5 binding,Efflux pump mplx
O=C(OCC(=O)N1CCN(c2ccc(F)cc2)CC1)c1cnc2ccccc2n1,0,/,6,/,16,/,/,/,-0.3
CCNC(=O)CN(C1CCCCC1)S(=O)(=O)c1ccc(F)cc1,0,4,5,1,11,5,6,0.7,0.2
CNC(=O)c1ccsc1NC(=O)CCS(=O)(=O)c1ccc(C)cc1,2,3,-1,1,4,2,2,1.1,0.1
COc1ccc(N=C(N)SCc2ccccn2)cc1,0,4,3,0,4,-3,-4,-1.5,-0.3
CC(C)=CC(=O)Nc1nnc(-c2ccc(F)cc2)s1,2,4,3,1,0,3,6,2.9,0.0
CC(C)(C)C(=O)N1CCN(c2ccc(NC(=O)c3ccc4c(c3)OCCO4)cc2)CC1,2,7,4,2,0,5,3,-1.0,0.4
O=C1CC(c2cc3c(cc2Br)OCO3)C2=C(CCCC2=O)N1 (stereo unspecified),0,1,2,-1,2,-3,-4,-1.8,-0.1
CCCCOc1ccccc1N1CCN(CCCN2C(=O)C3CCCN3C2=O)CC1 (stereo unspecified),1,2,3,-3,9,1,7,0.5,0.0
N#Cc1ccc(CSc2nnc(-c3c[nH]c4ccccc34)n2-c2ccccc2)cc1,5,-6,4,4,-1,13,-14,/,0.1
CC1CCc2c(sc3nc(C(C)(C)C)nc(N4CCN(C(=O)CCl)CC4)c23)C1 (stereo unspecified),0,6,0,4,15,1,10,-2.3,0.6*
Cn1c(NC(=O)c2cccc(Cn3cc(Cl)cn3)c2)nc2ccccc21,2,4,1,-4,-3,0,10,0.9,-0.1
CC[C@H](C)[C@H](NC(N)=O)C(=O)NCCc1ccc(Cl)cc1,1,-7,6,1,2,4,-6,0.7,-0.1
CC(C(=O)Nc1ccccc1-c1ccccc1)N1CCCCC1 (stereo unspecified),0,2,-2,5,-119,0,-12,-0.3,0.0
Cc1ccc(C(=O)N2NC(c3ccc(F)cc3)C3C(=O)N(c4ccc(C)c(C)c4)C(=O)C32)cc1 (stereo unspecified),0,8,2,-2,-4,1,2,-3.9,-0.3
COC(=O)C(Cc1csc2ccc(Cl)cc12)NC(=O)c1ccc(Cl)cc1 (stereo unspecified),0,3,2,-8,-2,-4,9,-2.5,-0.2
Cn1cnnc1SC/C(O)=C(\C#N)c1nc2ccccc2[nH]1,0,-12,1,0,-2,8,-4,1.5,0.0
c1ccc(CNc2nc(CN3CCOCC3)nc3scc(-c4ccccc4)c23)cc1,9,1,2,6,-2,-1,11,1.3,0.2
COc1ccc(/C(O)=C2/C(=O)C(=O)N(CCN(C)C)C2c2ccc(F)cc2)cc1Cl (stereo unspecified),0,5,-5,0,-9,-9,-1,1.3,-0.1
CC(C)C(=O)NCCn1ccc2ccccc21,1,5,4,-2,24,-3,4,-1.9,-0.1
C=CCn1c(N)c(C(=O)OCCC)c2nc3ccccc3nc21,2,7,-2,0,5,4,9,-1.1,-0.1
COc1cc2cc(C)c(SCC(=O)N3CCN(C(=O)c4ccco4)CC3)nc2cc1OC,1,2,7,1,-1,3,1,2.7,0.1
CC1(C)C(=O)OC(C(=O)c2ccccc2)C(C)(C)C1=O (stereo unspecified),0,7,6,-1,-4,-7,10,0.0,0.0
CSc1nccn1C(=O)c1ccccc1[N+](=O)[O-],3,2,3,0,8,2,19,-1.6,0.0
C/C(=N\NC(=O)C1CC1(c1ccccc1)c1ccccc1)c1cccc([N+](=O)[O-])c1 (stereo unspecified),1,7,1,2,14,2,7,-1.8,0.7
CCN1C(=O)CS/C1=N\S(=O)(=O)c1ccc(C)cc1,0,0,-5,3,-17,1,2,-0.2,0.1
COCCNC(=O)CSc1nnc2c(Cl)cc(Cl)cn12,0,-4,-1,-2,17,-3,-4,/,0.2
Cc1cc(/C=C2\NC(=O)NC2=O)c(C)n1-c1ccc(N2CCOCC2)cc1,2,4,1,0,11,5,-4,0.2,0.1
